Screening results as filed in PubChem BioAssay.
hIAP activ: human IAP activation; P09923; purified human IAP, CDP-Star luminescence, 30 min; stronger effect = higher value; 1 = vehicle-only enzyme, 0 = enzyme-free background; activation factor at 10 µM; 0.16% of 330,000 active; AID 2524;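 active = activation factor of the enzyme at least 2-fold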; also: the source names both 10 and 20 µM as test concentration; values of inactives mirror those of a sister screen read the other way
Target sequence (P09923 whole entry, looked up): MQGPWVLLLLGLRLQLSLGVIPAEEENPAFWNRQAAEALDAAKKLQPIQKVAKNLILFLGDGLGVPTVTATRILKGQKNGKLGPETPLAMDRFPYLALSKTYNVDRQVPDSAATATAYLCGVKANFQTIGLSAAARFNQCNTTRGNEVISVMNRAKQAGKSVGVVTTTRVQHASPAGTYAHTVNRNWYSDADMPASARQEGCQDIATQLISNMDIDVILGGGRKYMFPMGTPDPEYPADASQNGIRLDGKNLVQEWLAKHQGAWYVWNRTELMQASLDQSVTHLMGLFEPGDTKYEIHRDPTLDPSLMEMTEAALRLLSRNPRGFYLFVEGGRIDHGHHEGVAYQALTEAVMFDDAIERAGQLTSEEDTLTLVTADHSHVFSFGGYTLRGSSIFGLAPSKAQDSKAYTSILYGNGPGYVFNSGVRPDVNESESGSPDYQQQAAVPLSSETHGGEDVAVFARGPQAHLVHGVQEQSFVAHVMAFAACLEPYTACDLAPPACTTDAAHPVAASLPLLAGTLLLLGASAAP
mIAP act: mouse IAP activation. muIAP, CDP-Star luminescence, 30 min; stronger effect = higher value; 1 = vehicle-only enzyme signal, 0 = enzyme-free wells. AID 2805. 0.24% of 330,000 active. activation factor at 10 µM;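 active = activation factor of at least 2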; also: the source names both 10 and 20 µM as test concentration; values of inactives mirror those of a sister screen read the other way
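Assay system: mouse IAP enzyme; Reagent: CDP-Star chemiluminescent phosphatase substrate; Compound: DMSO-dissolved test compounds; Incubation: 30 min, room temperature; Technique: luminescence from enzymatic CDP-Star hydrolysis; Controls: DMSO-only wells and no-enzyme negative control.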
ATG4B inhibitor: blocks human ATG4B protease cleavage of LC3 substrate. Q9Y4P1. ATG4B cleavage of LC3-PLA2, NBD-HPC fluorescence, 1 h. inhibition, % at 8.33 µM. 0.51% of 340,000 active; in the data active = inhibition above about 40%
A3A deaminase: human APOBEC3A DNA deaminase inhibition; P31941; recombinant A3A, FAM/TAMRA ssDNA deamination fluorescence; inhibition, % at 20 µM; 0.41% of 330,000 active; AID 493011;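 active = at least 40% inhibition at 20 µM here, with at most 30% in a related deaminase screen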;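 also: plate controls were A3A with DMSO for no effect and wells lacking A3A enzyme for full effect; some results filed as inactive read as strong as hits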
Target sequence (P31941 whole entry, looked up): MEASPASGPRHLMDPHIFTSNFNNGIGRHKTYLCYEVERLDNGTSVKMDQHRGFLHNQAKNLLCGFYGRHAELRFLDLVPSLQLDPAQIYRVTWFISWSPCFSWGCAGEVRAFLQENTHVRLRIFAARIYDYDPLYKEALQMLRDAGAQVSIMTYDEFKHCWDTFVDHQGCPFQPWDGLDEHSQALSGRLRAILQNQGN
hIAP inh: human IAP inhibition. P09923. purified IAP, CDP-Star luminescence, 30 min. inhibition, % at 10 µM. 0.12% of 330,000 active. AID 2544;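 active = inhibition reaching a set limit with compound at 10 µM in the primary screen, cut at about 35% in these data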;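 also: plate controls were DMSO wells with enzyme for no effect and no-enzyme buffer wells for full effect; values of inactives mirror those of a sister screen read the other way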
HKDC1 inh: HKDC1 (human) hexokinase inhibition. recombinant HKDC1, G6PDH/diaphorase resazurin coupled fluorescence. inhibition, % at 20 µM. 0.16% of 340,000 active. AID 493160;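 active = inhibition above about 35% when tested at 20 µM, limit read from the data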;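 also: plate controls were DMSO wells with enzyme for no effect and DMSO wells lacking enzyme for full effect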
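Incubation: 90 min at room temperature in dark / Material: recombinant HKDC1 (HK5) hexokinase enzyme, produced in-house / Quantity: enzyme 5 µg/mL final / Compound: one dose of 20 µM, 1% DMSO / Reagent: glucose and ATP substrates / Buffer or medium: Tris pH 8.0 buffer with MgCl2, Tween-20, BSA, BME / Technique: resorufin fluorescence at 613 nm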
mIAP inh: blocks mouse intestinal alkaline phosphatase. AID 2806. inhibition, % at 10 µM. purified mouse IAP, CDP-Star luminescence, 30 min. 0.2% of 330,000 active;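 active = inhibition of at least 40% at 10 µM in the primary screen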;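 also: plate controls were DMSO with enzyme for no effect and no enzyme wells for full effect; values of inactives mirror those of a sister screen read the other way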
PfG6PD inh: PfG6PD (Plasmodium falciparum) enzyme inhibition. PfGluPho enzyme, NADPH resazurin-diaphorase fluorescence. inhibition, % at 20 µM. 0.78% of 350,000 active;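 active = inhibition reaching at least a set limit at 20 µM in the primary screen, cut at about 59% in these data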;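 also: 0% = DMSO wells with substrate and 100% = DMSO wells lacking glucose-6-phosphate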
* = called active by the depositor.

The line under a structure holds: hIAP activ, mIAP act, ATG4B inhibitor, A3A deaminase, hIAP inh, HKDC1 inh, mIAP inh, PfG6PD inh
Cc1ccc(NC(=O)CCn2cnc3ccccc3c2=O)cc1Cl
 : 1, 1, -3, 1, -4, -7, -3, -22
Cc1ccsc1C(=O)N(Cc1nnc(-c2ccccc2Cl)o1)C1CC1
 : 1, 0.98, -14, 2, 0, -3, 2, 1
Cc1cc(N2CCOCC2)nc2ccc(NC(=S)N3CCCCC3C)cc12 (configuration not stated)
 : 1, 1, -7, -1, -4, 12, 0, 11
COc1ccc(C(CNC(=O)c2cccc(NS(=O)(=O)c3ccccc3)c2)N(C)C)cc1 (configuration not stated)
 : 1.1, 0.95, 4, -3, -7, -8, 5, 6
CCOc1ccc(CN(C)CCc2ccccn2)cc1
 : 1, 1, -5, -3, -3, -13, -4, 16
CCN1CCN(C(c2cccc(OC)c2OC)c2nnnn2Cc2ccco2)CC1 (configuration not stated)
 : 1, 1, -2, 2, 0, -8, 0, -2
C=CCNC(=O)C(=O)NCC1CCCN1S(=O)(=O)c1cccs1 (configuration not stated)
 : 1, 1, -2, 1, 0, -3, 0, -9
COc1ccc(CCNC(=O)Oc2ccccc2)cc1OC
 : 1.1, 0.99, 1, -5, -9, -2, 1, -4
CC1(C)CC(=O)C2=C(C1)N(c1cccnc1)C(N)=C(C#N)C2c1cccs1 (configuration not stated)
 : 0.81, 0.95, -2, -3, 19, -6, 5, 4
Cc1cc(C)cc(NS(=O)(=O)c2ccc3[nH]c(=O)[nH]c3c2)c1
 : 0.92, 0.8, -19, 0, 8, 4, 20, 17
O=C(Nc1cc(C(F)(F)F)ccc1N1CCOCC1)c1ccncc1
 : 0.96, 1, -4, -1, 4, -5, -2, -3
CC(C)C(=O)c1cc2c(cc1NC(=O)c1cccs1)OCCO2
 : 0.93, 0.89, 18, 2, 8, 20, 11, -5
CC(=O)c1ccc(OCCCC(=O)NC2=NCCS2)cc1
 : 0.9, 0.94, -4, 1, 10, -4, 6, 11
CCCn1c(=O)c2ccccc2n2c(SCC(N)=O)nnc12
 : 0.91, 1, 0, -6, 9, -1, -4, -2
O=C(NC(=S)Nc1c(Cl)ccc2nsnc12)c1ccccc1F
 : 1.1, 0.99, -1, -6, -5, 0, 1, 9
COc1cccc(CNS(=O)(=O)c2cc3c4c(c2)CCC(=O)N4CCC3)c1
 : 1, 1, -4, -2, -1, -4, -1, -11
O=C(CSc1ccc(-c2ccc(Cl)cc2)nn1)N1CCCc2ccccc21
 : 0.95, 0.89, 10, -1, 5, 14, 11, 20
CC(C)c1nc(CNC(=O)C2CCC(=O)N(CCc3cccc(F)c3)C2)cs1 (configuration not stated)
 : 1, 0.99, 2, 1, 0, -7, 1, -1
CCOc1ccc2[nH]c3c(NCCO)ncnc3c2c1
 : 1.1, 1, -6, -1, -5, -2, -3, 3
COc1ccc(CN(C)C2CCCCC2)cc1
 : 0.98, 0.96, 10, -2, 2, -11, 4, 14
COc1cccc(-c2nc(NCCN3CCOCC3)c3ccccc3n2)c1O
 : 0.88, 0.94, -19, 1, 12, 3, 6, 38
CCC1(CC)NC(=O)N(CC(=O)N2N=C(c3ccc(Cl)cc3)CC2c2ccco2)C1=O (configuration not stated)
 : 1, 0.97, -18, -3, -3, 3, 3, 2
COc1cccc(CN(C)CC2CCCN(CCc3ccc(Cl)cc3)C2)c1OC (configuration not stated)
 : 1.4, 0.95, 5, -1, -37, -6, 5, -8
C=CCOC(=O)C1=C(C)NC(SCC(=O)Nc2ccccc2)=C(C#N)C1c1ccco1 (configuration not stated)
 : 0.97, 0.99, -5, 5, 3, 6, 1, -5
OCCOCCn1c(-c2ccccc2)nc(=S)c2c1CCCC2
 : 0.94, 0.99, -4, -5, 6, 0, 1, -2
Cc1ccccc1NC(=O)NC1CCCCC1C (configuration not stated)
 : 0.98, 1, 0, 4, 2, -7, -5, -7
O=C(CN1C(=O)NC2(CCCCCC2)C1=O)NC1CCCCCCC1
 : 1, 0.98, -8, 5, -1, -12, 2, 8
CN1CCN(C(=O)/C=C\C(=O)O)CC1
 : 0.93, 1, -4, 1, 7, -7, -2, 0
CCCCN(CC)CCCNC(=S)Nc1ccc2nc(N3CCN(CC)CC3)cc(C)c2c1
 : 0.98, 1.2, -1, -1, 2, -1, -19, 15
CCc1nn(CC(=O)N2CCC(C)CC2)c(=O)c2cccn12
 : 1.1, 1, -6, -5, -7, -1, 0, 9
O=C(NCc1ccc(Cl)cc1)c1cnn2ccccc12
 : 0.92, 1, 2, -3, 8, 0, -4, 3
c1ccc(C[C@H]2CN=C(Nc3ccccc3)N2CC2CCCCCC2)cc1
 : 1.1, 1.2, 8, -1, -6, -3, -19, -11
O=C1Nc2ccc([N+](=O)[O-])cc2OC1CCN1CCN(Cc2ccc3c(c2)OCO3)CC1 (configuration not stated)
 : 0.78, 0.89, -11, 1, 22, -1, 11, 7
C=CCn1c(SCc2ccccc2C#N)nnc1-c1ccccc1O
 : 0.73, 0.82, -1, 0, 27, -4, 18, 3
FC(F)(F)c1ccc(-n2cnc3ccccc32)nc1
 : 1.2, 1, 2, -6, -16, -2, -3, -6
CC(=O)OCC1OC(c2ccccc2)C(OC(C)=O)C(OC(C)=O)C1OC(C)=O (configuration not stated)
 : 1.1, 1.1, 2, 1, -12, 14, -6, -16
CC1(C)CC(=O)C(N=Nc2ccc(OC(F)F)cc2)=C(O)C1
 : 1.2, 0.92, -5, 1, -16, 14, 8, -2
O=C1C(NS(=O)(=O)c2ccccc2)=C(N2CCN(c3ccc(F)cc3)CC2)C(=O)c2ccccc21
 : 1.1, 1, 16, -2, -7, 12, -5, -13
O=C(O)c1cccc(S(=O)(=O)N2CCN(c3ccccn3)CC2)c1
 : 1, 1.2, 2, -4, -1, -3, -20, -12
CC1=C(C(=O)Nc2ccccc2C)C(c2cccs2)NC(=S)N1 (configuration not stated)
 : 1, 1, -6, 0, -1, -12, -1, 10
CCn1c(O)c(/C=N/N=C2CCCCC2)c2cc(C3=NNC(=O)CC3)ccc21
 : 1.1, 1, -4, -6, -5, -4, -2, 24
O=C(Nc1ccc(S(=O)(=O)Nc2ncccn2)cc1)c1cccc(S(=O)(=O)N2CCOCC2)c1
 : 1.1, 1, -7, 8, -5, -8, -2, -13
CCN(CCN(C)C)C(=O)c1ccc2c(c1NCCO)C(=O)c1ccccc1C2=O
 : 0.89, 0.91, -2, 0, 11, 11, 9, -4
O=C(CN1C(=O)NC2(CCCCCC2)C1=O)N1CCN(c2ccccc2)CC1
 : 0.88, 1, -9, -2, 12, -2, 0, 5
CN(c1ccccc1)S(=O)(=O)c1cccc(C(=O)Nc2cccc(C(=O)NC3CC3)c2)c1
 : 0.99, 0.93, -20, 20, 1, 0, 7, 1
CN(C(=O)c1ccc2c(c1)C(=O)N(CCC1=CCCCC1)C2=O)C1CCCCC1
 : 0.82, 0.93, -6, -4, 18, 0, 7, 21
CCc1noc(C)c1C(=O)Nc1cc(S(=O)(=O)N2CCOCC2)ccc1OC(C)C
 : 0.92, 1, 0, 34, 8, -3, -1, -5
Cc1ccc(C2=NNC3(CCOC(C)(C)C3)S2)cc1 (configuration not stated)
 : 1.1, 0.92, 3, -4, -15, -18, 8, 4
O=C(CCSCc1cccc(Cl)c1)NC1CCCC1
 : 1, 1.1, 17, 0, -1, -8, -7, -9
CCCCC(=O)Nc1cc([N+](=O)[O-])ccc1Cl
 : 0.98, 0.98, -7, -1, 2, -10, 2, 4
OC(COc1ccc2c(c1)OCO2)CN1CCc2ccccc2C1 (configuration not stated)
 : 1.1, 1, -4, 1, -7, -5, -1, -2
COc1ccccc1C(=O)NCC(=O)N1CCN(C/C=C/c2ccccc2)CC1
 : 1.2, 1.1, -10, -3, -16, 0, -7, 0
CCOC(=O)C1CCN(C(c2cccc(F)c2)c2sc3nc(C)nn3c2O)CC1 (configuration not stated)
 : 1, 1, -7, -2, 0, -3, 0, 4
Cc1ccc(S(=O)(=O)NCc2cccnc2)c(C)c1
 : 1.1, 0.97, 4, -5, -8, -4, 3, 0
CNC(=S)Nc1cccc(C(C)=O)c1
 : 1.1, 0.99, -8, 0, -7, -8, 1, 10
O=S(=O)(Cc1ccc(Cl)cc1)Nc1ccc2c(c1)OCO2
 : 1.1, 0.98, 1, -3, -10, 10, 2, 18
Cc1ccc(N2C(=O)c3oc4ccccc4c(=O)c3C2c2cccc(O)c2)nc1 (configuration not stated)
 : 0.94, 0.86, -5, -1, 6, -4, 14, 15
CCOC(=O)c1c(C)oc2cc(Br)c(OC(C)C(=O)OCC)cc12 (configuration not stated)
 : 1.2, 1, -2, 3, -18, -4, -2, -6
CCC(Sc1nc2ccccc2[nH]1)C(=O)Nc1cc(C)on1 (configuration not stated)
 : 1.2, 0.9, -15, -1, -23, -18, 10, -2
Cc1cc(OCC(=O)N2CCCCCC2)ccc1[N+](=O)[O-]
 : 0.89, 0.82, -2, 3, 11, -5, 18, -4
O=C(NCc1cccnc1)c1ccc(COc2ccc(Cl)cc2Cl)o1
 : 1, 0.89, 0, 3, -3, -10, 11, -19

A different layout for part of the listing above:
| smiles | hIAP activ | mIAP act | ATG4B inhibitor | A3A deaminase | hIAP inh | HKDC1 inh | mIAP inh | PfG6PD inh |
| --- | --- | --- | --- | --- | --- | --- | --- | --- |
| CCc1noc(C)c1C(=O)Nc1cc(S(=O)(=O)N2CCOCC2)ccc1OC(C)C | 0.92 | 1 | 0 | 34 | 8 | -3 | -1 | -5 |
| Cc1ccc(C2=NNC3(CCOC(C)(C)C3)S2)cc1 (configuration not stated) | 1.1 | 0.92 | 3 | -4 | -15 | -18 | 8 | 4 |
| O=C(CCSCc1cccc(Cl)c1)NC1CCCC1 | 1 | 1.1 | 17 | 0 | -1 | -8 | -7 | -9 |
| CCCCC(=O)Nc1cc([N+](=O)[O-])ccc1Cl | 0.98 | 0.98 | -7 | -1 | 2 | -10 | 2 | 4 |
| OC(COc1ccc2c(c1)OCO2)CN1CCc2ccccc2C1 (configuration not stated) | 1.1 | 1 | -4 | 1 | -7 | -5 | -1 | -2 |
| COc1ccccc1C(=O)NCC(=O)N1CCN(C/C=C/c2ccccc2)CC1 | 1.2 | 1.1 | -10 | -3 | -16 | 0 | -7 | 0 |
| CCOC(=O)C1CCN(C(c2cccc(F)c2)c2sc3nc(C)nn3c2O)CC1 (configuration not stated) | 1 | 1 | -7 | -2 | 0 | -3 | 0 | 4 |
| Cc1ccc(S(=O)(=O)NCc2cccnc2)c(C)c1 | 1.1 | 0.97 | 4 | -5 | -8 | -4 | 3 | 0 |
| CNC(=S)Nc1cccc(C(C)=O)c1 | 1.1 | 0.99 | -8 | 0 | -7 | -8 | 1 | 10 |
| O=S(=O)(Cc1ccc(Cl)cc1)Nc1ccc2c(c1)OCO2 | 1.1 | 0.98 | 1 | -3 | -10 | 10 | 2 | 18 |
| Cc1ccc(N2C(=O)c3oc4ccccc4c(=O)c3C2c2cccc(O)c2)nc1 (configuration not stated) | 0.94 | 0.86 | -5 | -1 | 6 | -4 | 14 | 15 |
| CCOC(=O)c1c(C)oc2cc(Br)c(OC(C)C(=O)OCC)cc12 (configuration not stated) | 1.2 | 1 | -2 | 3 | -18 | -4 | -2 | -6 |
| CCC(Sc1nc2ccccc2[nH]1)C(=O)Nc1cc(C)on1 (configuration not stated) | 1.2 | 0.9 | -15 | -1 | -23 | -18 | 10 | -2 |
| Cc1cc(OCC(=O)N2CCCCCC2)ccc1[N+](=O)[O-] | 0.89 | 0.82 | -2 | 3 | 11 | -5 | 18 | -4 |
| O=C(NCc1cccnc1)c1ccc(COc2ccc(Cl)cc2Cl)o1 | 1 | 0.89 | 0 | 3 | -3 | -10 | 11 | -19 |
